NR5A2 inv ag: NR5A2 inverse agonism in reporter assay; O00482; HEK293T StAR-luciferase reporter, LRH-1 transfected, 24 h; inhibition, % at 3.6 µM; hit rate 0.13% among 360,000; AID 602396;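 active means inhibition above the mean inhibition of all tested compounds plus 3 SD, cut at about 73% in these data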;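 further: 0% = DMSO wells and 100% = reporter-only cells lacking LRH-1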
SRC3 inh: inhibits human SRC3 coactivator; Q9Y6Q9; HEK293 GAL4-SRC3 luciferase reporter, luminescence; inhibition, % at 3.6 µM; hit rate 0.17% among 360,000;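 active means inhibition above a per-campaign cutoff, the mean of all compounds plus 3 SD, cut at about 60% in these data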;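 further: 0% = DMSO-treated cells and 100% = gossypol-treated cells at 36 µM; higher means less SRC3-driven luciferase light from the GAL4 reporter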
TROY signal inh: inhibitors of TROY-dependent NF-kB signaling; Q293 LMP1-TROYcd NF-kB luciferase reporter, 4 h; inhibition, % at 10 µM; hit rate 0.98% among 360,000; AID 1347056;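 active means compounds whose plate-normalised and pattern-corrected inhibition of the luciferase reporter signal at the single screening dose is 50% or more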
TWEAK Fn14 block: TWEAK-Fn14 signaling inhibition; TWEAK-stimulated Fn14 reporter cells, luciferase luminescence, 8 h; inhibition, % at 10 µM; hit rate 2% among 360,000; in the data active means inhibition above about 50%
Exocytosis inh: lytic granule exocytosis inhibition; TALL-104 LAMP-1 surface exposure, flow cytometry; cells stimulated with thapsigargin and PMA; inhibition, % at 10 µM; hit rate 0.66% among 360,000; AID 651702;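 active means inhibition above about 55%, limit read from the data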
NR2F2 inh: inhibitors of human COUP-TFII (NR2F2); P24468; HEK293T NGFI-A luciferase reporter, luminescence; inhibition, % at 8.6 µM; hit rate 0.7% among 370,000; AID 686940;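 active means inhibition above a per-plate cutoff, mean inhibition of test wells between control levels plus 3 SD, cut at about 38% in these data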;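 further: cells cotransfected with COUP-TFII expression vector driving the NGFI-A reporter; 0% = median of COUP-TF2 test wells and 100% = reporter-only cells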
SRC2 inh: human SRC2 (NCOA2) inhibition; HEK293 GAL4-SRC2 luciferase reporter, luminescence; inhibition, % at 9 µM; hit rate 0.17% among 370,000; AID 651957;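 active means inhibition above the mean inhibition of all tested compounds plus 3 SD, set per campaign, cut at about 52% in these data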;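 further: 0% = DMSO treated cells and 100% = cells given Gossypol at 36 µM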
NOD2 RIPK2 PPI: blocks binding of human NOD2 to RIPK2; inhibition, % at 4.98 µM; hit rate 0.38% among 360,000; CHO BLA complementation NOD2-RIPK2, CCF4 ratio; in the data active means inhibition above about 21%;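 further: 0% = vehicle only and 100% = reference blocker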
TLR9-MyD88 block: TLR9-MyD88 interaction inhibition | CHO BLA complementation TLR9-MyD88, CCF4 FRET ratio | inhibition, % at 4.98 µM | hit rate 0.21% among 340,000 | AID 504734;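 active means inhibition above the mean over all tested compounds plus 3 SD, cut at about 21% in these data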;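 further: 0% = DMSO only wells and 100% = clavulanate BLA inhibitor control wells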
SRC1 inh: inhibitors of human steroid receptor coactivator 1 (SRC1). hit rate 0.12% among 360,000. inhibition, % at 3.6 µM. Q15788. HEK293 GAL4-SRC1 luciferase reporter, luminescence;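 active means inhibition above the campaign mean plus 3 SD, with each screening campaign given its own cutoff, cut at about 60% in these data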;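 further: 0% = DMSO treated cells and 100% = gossypol at 36 µM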
ABHD5-PLIN5 inh: ABHD5-PLIN5 protein interaction inhibition. Q00G26+Q8WTS1. Split G. princeps luciferase complementation, luminescence, 4 h. inhibition, % at 4 µM. hit rate 0.78% among 360,000;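 active means inhibition above the mean inhibition across every tested compound plus 3 SD, cut at about 22% in these data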;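 further: 0% = DMSO only wells and the 100% control is not disclosed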
* marks the source's active call; other numbers are inactive results; . = no result given. The list is partial; rates above refer to the full screens.

smiles	NR5A2 inv ag	SRC3 inh	TROY signal inh	TWEAK Fn14 block	Exocytosis inh	NR2F2 inh	SRC2 inh	NOD2 RIPK2 PPI	TLR9-MyD88 block	SRC1 inh	ABHD5-PLIN5 inh
COc1ccccc1C(=O)/C=C/c1ccc(N2CCCCC2)c([N+](=O)[O-])c1	18	21	-34	55*	5	-3	11	1	9	-26	37*
Cn1nc(C(F)(F)F)c(/C=N/OCc2c(Cl)cccc2Cl)c1Cl	-1	5	-12	23	-1	16	18	-1	-7	11	-1
Cc1ccc2nc(CCc3ccc(N)cc3)[nH]c2c1	-54	-63	-41	6	-6	-14	-28	-6	11	-48	9
O=C(NC1CCCC1)c1ccc(CS(=O)(=O)Cc2ccccc2Cl)o1	0	8	13	-9	-3	15	7	9	-10	-10	-6
CCOc1ccc(CN(C)C(=O)c2cc(S(=O)(=O)N3CCCC3)ccc2C)cc1	3	10	-2	7	-2	10	8	2	-6	10	-7
COc1ccccc1C(=O)Nc1ccccc1SC	-10	10	0	7	-4	5	-6	-2	-1	-5	4
CCc1nnc(NC(=O)CSc2nc3c(c(=O)n2CC)SC(C)C3)s1 (stereo unspecified)	0	-11	12	17	-4	13	19	-10	8	4	-1
O=S(=O)(Nc1ccccc1)C1CCCCC1	-7	-1	4	12	-3	10	15	1	-4	-22	0
Cc1cccc(C)c1Cn1c(C)c(C(=O)NCc2ccc(C#N)cc2)sc1=O	5	-16	-2	-17	-4	4	-3	-13	.	0	3
Cc1ccc(S(=O)(=O)Nc2cccc(-n3cnnn3)c2)cc1C	-2	-2	0	0	10	-3	-8	-2	-20	14	-13
O=C(NCc1ccco1)c1cc(-c2ccccc2)nn1CC1CC(c2cccc([N+](=O)[O-])c2)=NO1 (stereo unspecified)	-13	-21	8	-4	-4	0	15	-5	-7	-8	8
N/C(=N\OC(=O)CC1CCCCC1)c1ccncc1	-3	-1	-48	10	0	0	-40	2	-4	-2	4
Cc1ccc(CNC(=O)c2cc(=O)c3cc(C)ccc3o2)cc1	-10	7	4	-8	1	-8	-32	9	-9	14	-2
Cc1ccc(NC(=O)CNS(=O)(=O)c2ccc(F)cc2)cc1C	12	14	-5	-4	-1	8	-15	9	3	-13	4
Cn1c(=O)c2c(nc(Br)n2CCc2ccccc2)n(C)c1=O	5	13	6	12	0	14	4	-1	0	8	2
Cc1ccccc1OCC(=O)Nc1ccc(C)c(S(=O)(=O)N2CCCCCC2)c1	14	6	21	13	7	19	12	7	7	-13	2
COc1cc(NC(=O)N2CCNC2=O)cc(C(=O)Nc2cccc(C(F)(F)F)c2)c1	27	5	-18	1	0	-11	-48	10	5	-6	5
COc1ccc(/C=C/c2nc(N)nc(-c3ccccc3O)n2)cc1OC	-7	-4	13	55*	4	-6	18	-6	6	6	5
CC(SCC(=O)Nc1ccccc1)c1nc2ccccc2c(=O)[nH]1 (stereo unspecified)	-15	-2	5	-11	1	14	6	6	1	-55	-6
Cc1ccc2nc3n(c(=O)c2c1)-c1ncccc1C(=O)NC3Cc1ccccc1 (stereo unspecified)	5	-5	3	1	-3	-4	-3	-6	12	3	-6
CCCCNC(=O)COC(=O)c1cc(C)oc1C	-19	22	-7	0	-2	-14	12	4	-5	5	-5
CCSc1ccc([C@@H]2[C@H]3C(=O)N(CC)C(=O)[C@H]3[C@]3(C(=O)OC)CCCCN23)cc1OC	-17	1	16	-15	-1	.	.	-10	3	1	8
COc1ccc(N2CCN(C(=O)CN(CCc3ccccc3)S(C)(=O)=O)CC2)cc1	13	3	9	0	16	-1	-11	-2	-4	2	-4
CC(C)N(Cc1nccn1C)C(=O)c1cc(COc2ccc(-n3cncn3)cc2)on1	-36	3	-33	-19	21	2	-4	-7	-6	-4	4
C=CCn1c(=O)c(C(=O)Nc2ccccc2S(N)(=O)=O)c(O)c2ccccc21	-108	-55	-23	-30	3	-46	-34	-6	-4	-85	-1
Cc1[nH]c2ccc(C(=O)NCCCN3CCN(C)CC3)cc2c1C	23	-3	-4	28	4	13	-2	-5	2	4	3
COc1ccc(N(CC(=O)NC2CCCC2)C(=O)Cn2nnc(-c3ccc(F)cc3)n2)cc1OC	30	-4	2	6	-1	.	.	-2	-6	8	-3
NC(=O)C1CCN(C(=O)C2CCC(=O)N(C3CCCCCC3)C2)CC1 (stereo unspecified)	-4	-7	-6	-3	-3	-12	3	-8	-12	-3	1
O=C(c1ccccc1NS(=O)(=O)c1ccc(Br)s1)N1CCCC1	5	19	-14	9	-1	-8	1	1	-2	13	9
O=C(NNc1cc(Cl)cc(Cl)c1)c1cccs1	-3	0	0	3	1	7	-31	4	-4	5	-9
Cc1ccc(CSCC(=O)NCc2ccc(F)cc2)cc1	5	6	-8	37	-2	-9	19	0	4	-5	1
CN(CC(=O)Nc1ccccc1C(F)(F)F)C(=O)CSCc1ccc(Cl)c(Cl)c1	5	-4	-1	2	-1	4	-12	3	-1	-28	-1
CCOc1nc(C)cc(COC)c1C(N)=O	-2	10	-2	-2	-2	-11	9	-6	-8	-20	2
CNC(=O)c1c(Cl)cnn1-c1ccccc1	-28	-22	-33	9	-1	2	3	-9	.	-17	-5
CN(C)CCCN(C(=O)c1ccc(Br)s1)c1nc2cc3c(cc2s1)OCO3	5	7	-13	-17	28	5	-34	6	5	-8	17
COc1ccc(-c2cnnn2-c2ccc(NC(=O)c3ccc(S(=O)(=O)N4CCCCC4)cc3)cc2)cc1OC	-19	-37	14	-30	-5	-3	-15	-17	-4	-3	-2
COc1cccc(-c2cc(CC3(O)CCN(CCCc4ccccc4)CC3)on2)c1	12	4	-6	-2	63*	.	.	0	-10	12	-1
COc1cccc(C2/C(=C(/O)c3cnn(-c4ccccc4)c3C)C(=O)C(=O)N2CCN(C)C)c1OC (stereo unspecified)	3	-15	3	2	0	-8	-4	-7	-3	-7	-3
CCC(C)N(C(=O)Cn1c(=O)cnc2ccccc21)C1CCS(=O)(=O)C1 (stereo unspecified)	18	-11	-1	7	-3	-3	-10	-1	0	-3	6
CCn1c(SC)nnc1C1CCN(CC(=O)Nc2ccccc2N2CCOCC2)CC1	-4	7	-9	-19	1	-5	11	2	-8	12	-6
C=C1CCN(C(CC(C)C)C(=O)OC)S(=O)(=O)c2ccccc21 (stereo unspecified)	-7	-27	1	5	-4	10	18	-2	0	-2	2
CCN(CC(=O)NCc1cccs1)C(=O)Cc1ccc(Cl)c(Cl)c1	12	3	-12	-5	-1	-5	6	-8	3	6	-6
O=C(O)C1CCC(=O)N(C2CCCCC2)C1c1ccccc1 (stereo unspecified)	5	21	5	-1	-3	3	20	3	4	-20	-6
Cc1cccc(NNC(=S)Nc2ccccc2)c1	-6	-29	12	-4	-2	-9	-8	-8	-8	-26	-23
CCOC(=O)c1nc(C)sc1-c1ccnn1S(=O)(=O)c1ccc(Cl)cc1Cl	-13	15	11	1	-2	-14	-7	13	-4	-8	5
COc1cc(OC)c(NS(=O)(=O)c2cc(Br)cnc2N)cc1Cl	8	18	3	-1	1	-9	6	3	0	-14	5
COc1cccc(Nc2cc(C)nc3nc(C)nn23)c1	21	-2	-5	5	1	-16	11	-21	-1	-13	2
CCOc1cc(S(=O)(=O)NCCCn2ccnc2)ccc1Cl	8	-1	17	-5	5	3	13	-8	-6	-1	21
COc1cccc(N/C=C/C(=O)c2ccc(Br)cc2)c1	-141	-80	-46	31	-2	-66	-78	-3	-1	-98	1
COc1ccccc1C(=O)NNC(=O)c1cccc(F)c1	-97	-95	8	67*	-3	-23	-41	-2	-22	-153	4
O=C(O)CCCCn1c(SCc2cc(=O)n3cc(Cl)ccc3n2)nc2ccsc2c1=O	-8	13	-12	13	-5	4	3	4	-2	4	3
COc1cc(CNC[C@H]2O[C@@H](n3ccc(N)nc3=O)[C@H](O)[C@@H]2O)ccc1OCc1ccc(C)cc1	-8	2	-33	-2	2	-15	-29	1	-2	2	3
CCn1c(CSCc2ccc(C)cc2)n[nH]c1=S	7	-14	-3	0	-10	13	12	5	4	-17	-10
Cc1sc2ncn(CC(=O)NCCCN3CCC(C)CC3)c(=O)c2c1S(=O)(=O)N1CCC(C)CC1	6	-9	-21	7	1	-11	-10	-2	-3	5	7
COc1ccc(OC)c(CCNC(=O)CC2Oc3ccc(C)cc3NC2=O)c1 (stereo unspecified)	2	-4	8	11	-5	-2	-12	0	-15	-36	-8
CCCCCCOc1ccc(C(=O)n2cnc(N)n2)cc1	-15	7	-11	-9	-4	-13	-6	-3	2	-10	3
Cc1oc2cc3oc(=O)c4c(c3cc2c1C)CCC4	9	-19	-34	-9	2	-12	-1	0	5	-11	-4
COC(=O)c1[nH]c2ccc(Cl)cc2c1NC(=O)Oc1ccccc1	-14	-7	5	8	-5	-33	-39	-2	-1	-30	-5
CCN(CC)S(=O)(=O)c1cccc(-c2nnc(SCC(=O)c3ccc(Cl)s3)n2C)c1	12	-38	3	-1	2	7	5	-12	-2	0	-3
Cc1cc(C(=O)N2CCCC(Nc3ccc(C(C)C)cc3)C2)nn1C (stereo unspecified)	6	23	-21	5	4	13	-19	-2	-3	-4	1

Next section:
smiles	NR5A2 inv ag	SRC3 inh	TROY signal inh	TWEAK Fn14 block	Exocytosis inh	NR2F2 inh	SRC2 inh	NOD2 RIPK2 PPI	TLR9-MyD88 block	SRC1 inh	ABHD5-PLIN5 inh
NC(=O)C1CCN(CC(=O)Nc2cc(Cl)ccc2Oc2ccccc2)CC1	-3	11	17	-5	-2	-12	4	1	-8	-19	4
CN(C(=O)COc1cc(=O)n(C)c2ccccc12)c1cccc(Cl)c1	-15	8	-9	-9	1	4	-9	-9	-3	-49	-2
CC12CN(Cc3ccccc3)CC(C)(CN(Cc3ccccc3)C1)C2=O	-4	16	5	16	1	-7	28	-10	-15	9	-3
Cc1ccc(S(=O)CCNC(=O)Cc2ccc(Cl)cc2)cc1 (stereo unspecified)	13	6	4	-20	-2	-11	-22	3	2	-38	3
COc1cc(C2C3=C(CC(C)(C)CC3=O)N(C)C3=C2C(=O)CC(C)(C)C3)ccc1O	12	-2	4	-8	-4	-3	11	-10	-2	3	0
Cc1ccc(N2C(=O)N(CC(=O)Nc3cccc(C)c3C)C(=O)C2C)cc1 (stereo unspecified)	-9	-27	-17	-21	-1	-5	-23	1	6	-4	4
CC(C)(C)c1ccc(CN(Cc2ccccc2)C(c2ccccn2)c2nnnn2C(C)(C)C)cc1 (stereo unspecified)	-5	9	23	-1	2	8	18	-11	-3	8	-6
O=C(Nc1cccc(Cl)c1)Nn1cnnc1	8	14	12	28	-8	24	2	-1	7	-3	-8
CCOC(=O)c1cccc(NC(=O)CSc2nnc(C3CCCCC3)n2CC)c1	30	-39	4	0	2	13	-2	4	-4	-6	1

For convenience, 2 of the compounds above:
smiles	NR5A2 inv ag	SRC3 inh	TROY signal inh	TWEAK Fn14 block	Exocytosis inh	NR2F2 inh	SRC2 inh	NOD2 RIPK2 PPI	TLR9-MyD88 block	SRC1 inh	ABHD5-PLIN5 inh
O=C(Nc1cccc(Cl)c1)Nn1cnnc1	8	14	12	28	-8	24	2	-1	7	-3	-8
CCOC(=O)c1cccc(NC(=O)CSc2nnc(C3CCCCC3)n2CC)c1	30	-39	4	0	2	13	-2	4	-4	-6	1

From PubChem
